High-throughput results (PubChem BioAssay)
KLF5 inh – KLF5 expression inhibitors, primary screen, DLD-1 cells, luminescence | DLD-1 KLF5 promoter-luciferase reporter | 290,000 tested, 0.23% active | inhibition, % at 5 µM;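 active = inhibition above a per-plate limit of that plate's mean compound inhibition plus 3 SD, cut at about 60% in these data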;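 note: 0% = DMSO wells and 100% = LY294002 at 200 µM; higher means less KLF5 promoter-driven luciferase light; inactives centre near -14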
HSF1 inhib – HSF1 inhibitors in luciferase reporter cells, primary screen, cell-based, NIH3T3, luminescence; NIH3T3-HGL HSE-luciferase, MG132-induced, luminescence 8 h; active compounds read low; activity change, negative = inhibition, % at 7.5 µM (by protocol); 300,000 tested, 0.77% active; AID 2098, 2009;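 active = more than half of replicate wells show activity change below -50%, luminescence cut by over half; inconclusive = some wells, but at most half, below -50%; inactive = no replicate well below -50%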;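 note: luciferase reports HSF-1 transcriptional activity via heat shock element; 0% = median of DMSO wells and -100% = zero luminescence signal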
GSK3beta inhib – human GSK3beta kinase inhibitors, primary screen, biochemical, cell-free homogeneous, HTS. Glycogen synthase kinase-3 beta (Homo sapiens), P49841. activity score (negative = inhibition), % at 10 µM. 300,000 tested, 0.038% active. GST-GSK3beta kinase, ADP-Glo luminescence, 60 min; active compounds read low. AID 2097, 2009;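 active = more than half of replicate wells score below -50%, meaning over 50% inhibition versus plate controls; inconclusive = some replicates but at most half score below -50%; inactive = no replicate scores below -50%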;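 note: 0% = median DMSO wells and -100% = median GW8510 positive control wells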
Target sequence (P49841 whole entry, looked up): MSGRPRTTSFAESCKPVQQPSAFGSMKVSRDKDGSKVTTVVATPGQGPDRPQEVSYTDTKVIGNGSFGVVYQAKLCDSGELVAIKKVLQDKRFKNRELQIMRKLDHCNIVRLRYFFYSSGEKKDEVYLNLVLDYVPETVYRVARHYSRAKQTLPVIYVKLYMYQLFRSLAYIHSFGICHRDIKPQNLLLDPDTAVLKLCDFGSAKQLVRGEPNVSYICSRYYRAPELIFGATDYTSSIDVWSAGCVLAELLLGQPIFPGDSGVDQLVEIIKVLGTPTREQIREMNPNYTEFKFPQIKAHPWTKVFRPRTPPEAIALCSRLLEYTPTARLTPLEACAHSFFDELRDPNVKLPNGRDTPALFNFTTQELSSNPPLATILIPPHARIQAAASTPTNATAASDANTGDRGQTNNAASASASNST
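Assay system: GST-fused GSK3beta enzyme, cell-free / Medium: Tris pH 7.5 buffer with MgCl2, DTT, BSA, heparin / Also added: peptide substrate plus 25 µM ATP (final) / Compound: 10 µM single point / Timing: kinase reaction with compound 60 min at room temperature / Detection: ADP-Glo luminescence / Benchmarks: DMSO neutral wells and GW8510 at 20 µM as positive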
HSF-1 act – HSF-1 activators, primary screen, NIH3T3-HGL cells, MG132 stress, luminescence, single point; activation, % at 9 µM; NIH3T3-HGL HSF-1 luciferase reporter, 8 h; 100% = twice DMSO control signal; AID 504408, 2011; 300,000 tested, 1.7% active;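 active = mean replicate activation of at least 50% with a set share of replicates each reaching 50%; inconclusive = only one of those two conditions met; inactive = mean below 50% and too few replicates reaching it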;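 note: 0% = median of the neutral control wells and 100% = twice that signal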
HIF activator – HIF pathway transcriptional activators, primary screen, cell-based, U2OS HRE-luciferase, luminescence | 300,000 tested, 0.32% active | U2OS HRE-luciferase reporter; normalized: DMSO 0%, desferrioxamine 100% | activation, % at 7.5 µM (by protocol);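 active = mean activation of at least 10% of the iron chelator positive control signal, with at least half of replicates also reaching 10%; inconclusive = mean and replicate majority disagree about reaching 10%; inactive = mean and most replicates under 10%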
IEC-6 tox – cytotoxicity in IEC-6 intestinal epithelial cells, primary screen, cytotoxicity control for KLF5 inhibitor project, cell-based, luminescence | IEC-6 cytotoxicity, luminescence viability | 290,000 tested, 0.78% active | AID 1825, 2009 | inhibition, % at 5 µM; in the data active = inhibition above about 22%;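 note: 0% = plate median of test compound wells and 100% = cytotoxic reference compound wells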
HSP90 inh – HSP90 inhibitors, primary screen, cell lysate, luminescence; Heat shock protein HSP 90 (rabbit reticulocyte lysate; luciferase refolding); Rabbit reticulocyte lysate, luciferase refolding luminescence, 3 h; inhibition, % at 5.6 µM; 290,000 tested, 0.91% active; AID 1789, 2009;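 active = inhibition above the screen-wide mean plus 3 SD, computed separately per campaign, cut at about 16% in these data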;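 note: 0% = DMSO wells and 100% = 60 µM geldanamycin wells; inhibitors lower the luminescence because luciferase stays unfolded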
GSK3 alpha inh – blockers of GSK3A enzyme activity – biochemical, luminescence, cell-free homogeneous, HTS, primary screen | GSK-3 alpha kinase, ADP-Glo luminescence, 60 min | inhibition, % at 10 µM | 320,000 tested, 0.1% active;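 in the data active = inhibition above about 50%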;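 note: GST-tagged GSK-3 alpha with peptide substrate and 25 µM ATP; 0% = DMSO neutral wells and 100% = GW8510 positive control wells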
Target sequence (P49840 whole entry, looked up): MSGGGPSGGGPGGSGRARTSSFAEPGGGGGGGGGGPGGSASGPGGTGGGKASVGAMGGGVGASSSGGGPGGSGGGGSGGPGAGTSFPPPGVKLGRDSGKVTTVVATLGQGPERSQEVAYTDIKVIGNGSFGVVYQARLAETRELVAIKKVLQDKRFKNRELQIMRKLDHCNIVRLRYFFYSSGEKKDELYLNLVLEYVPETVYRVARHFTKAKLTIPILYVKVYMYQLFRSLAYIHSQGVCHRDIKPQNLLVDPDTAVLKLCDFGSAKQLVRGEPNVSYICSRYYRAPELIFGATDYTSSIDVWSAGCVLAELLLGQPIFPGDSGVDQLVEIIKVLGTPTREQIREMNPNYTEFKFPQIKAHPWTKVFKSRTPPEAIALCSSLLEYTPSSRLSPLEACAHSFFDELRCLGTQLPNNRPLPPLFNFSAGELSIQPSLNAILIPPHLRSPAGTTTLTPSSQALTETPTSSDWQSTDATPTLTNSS
aSyn UTR inh – MLPCN primary screen, SNCA 5' untranslated region. inhibition, % (tested at 7.5 µM). 300,000 tested, 0.82% active. AID 1813, 2009. alpha-synuclein 5'UTR reporter, inhibitor activity; in the data active = inhibition above about 60%; inconclusive = no clear call, values can overlap the other calls;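 note: H4 neuroglioblastoma cells stably carrying SNCA 5'UTR luciferase fusion; 0% = DMSO wells and 100% = positive control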
AI-2 QS mod – Vibrio harveyi AI-2 quorum sensing modulators, primary screen, JMH597 strain, luminescence/OD600 ratio; Vibrio harveyi JMH597 AI-2 luminescence/OD600 ratio, 9 h; active compounds read low; strain lacks LuxN and CqsS sensors; 0 = neutral-control median; activity change, % at 7.5 µM; 300,000 tested, 0.4% active; in the data active = activity change below about -75%, passing the limit was not always enough; inconclusive = no clear call, values can overlap the other calls;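 note: luminescence divided by OD600 gain over 9 h not by final OD600 alone; inactives centre near 13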
* marks the source's active call; other numbers are inactive results; ? = inconclusive; / = not tested or not shown. Hits appear at their usual frequency; about 4.7% have a hit in one of these screens.

The first 2 records, to show the layout:
SMILES	KLF5 inh	HSF1 inhib	GSK3beta inhib	HSF-1 act	HIF activator	IEC-6 tox	HSP90 inh	GSK3 alpha inh	aSyn UTR inh	AI-2 QS mod
CN(CCNC(=O)C1CCC(=O)N(Cc2ccc(Cl)cc2)C1)CCc1ccccc1 (centres undefined)	-18	22	0	27	-0.3	-6	6	4	0	19
COc1ccc(-c2csc(NC3=NCCCCC3)n2)cc1	-40	12	2	39	3.4	-3	2	0	-91	17

All compounds of this part, from the first entry:
SMILES	KLF5 inh	HSF1 inhib	GSK3beta inhib	HSF-1 act	HIF activator	IEC-6 tox	HSP90 inh	GSK3 alpha inh	aSyn UTR inh	AI-2 QS mod
CN(CCNC(=O)C1CCC(=O)N(Cc2ccc(Cl)cc2)C1)CCc1ccccc1 (centres undefined)	-18	22	0	27	-0.3	-6	6	4	0	19
COc1ccc(-c2csc(NC3=NCCCCC3)n2)cc1	-40	12	2	39	3.4	-3	2	0	-91	17
O=[N+]([O-])c1ccc(S(=O)(=O)NCC(c2cccnc2)N2CCOCC2)cc1 (centres undefined)	-36	7	-1	1	-0.2	3	1	/	-14	23
COCCNC(=O)CN(C)S(=O)(=O)c1ccc(Br)cc1	-2	-2	1	-9	-0.4	3	-1	-1	-7	16
CC(C)(C)CN1CCC(Oc2cccc(C(=O)NCCCOc3cccnc3)c2)CC1	-2	-11	-1	-14	0.1	-9	-7	-1	-6	7
COC(=O)c1cccc(NC(=O)NC23CC4CC(CC(C4)C2)C3)c1	-26	8	1	10	1.5	6	6	1	-98	19
O=C(O)CSc1nc(SCc2ccccc2Cl)nc2c1CCCC2	25	0	5	16	0.0	2	-2	-9	31	7
CC(=O)Oc1ccc(C(=O)Nc2ccccc2C(=O)Nc2ccc(C(=O)O)cc2)cc1	-26	1	1	2	-29	-5	-7	6	3	7
CN1CCN(C(=S)c2ccc(OCC(=O)Nc3cccc(C(F)(F)F)c3)cc2)CC1	7	-7	-6	-6	0.1	10	4	-2	15	6
O=C(C1CCCO1)N1CCN(C(=S)NC2CC2)CC1 (centres undefined)	-16	-6	0	-5	-0.1	-2	-5	-2	10	1
COc1ccc(C(=O)c2cc([N+](=O)[O-])ccc2N2CCN(C)CC2)cc1	55	-4	4	-16	0.9	74*	4	-3	-40	20
Cc1c(NC(=O)c2cccc(F)c2)c(=O)n(-c2ccccc2)n1C	2	12	-2	28	-0.1	2	4	2	7	14
CN(C)c1c(F)cc(C(=O)NC(=O)NCc2cccnc2)cc1F	-29	0	-2	-10	1.5	2	-3	-1	3	8
O=C(CCCn1c(SCC(=O)c2ccc(Cl)cc2)nc2ccccc2c1=O)NCc1ccco1	-7	5	3	19	0.0	5	0	-1	-11	0
CCn1c(=O)c(=O)n(CC)c2cc(S(=O)(=O)Nc3cccc(OC)c3)ccc21	-10	1	2	-11	-0.2	-2	2	1	30	5
O=S(=O)(/N=C(/Nc1ccccn1)c1ccccc1)c1ccc(F)cc1	-4	-3	6	3	0.6	0	-1	0	-31	26
OC(COc1ccc2c(c1)CCC2)Cn1cnc2ccccc21 (centres undefined)	-38	15	-2	11	1.7	4	-1	-1	-49	-15
COc1cccc(-n2c(COc3ccccc3C)nnc2SCC(=O)O)c1	-11	-6	0	-6	-0.1	-5	-2	-5	30	22
O=C(Nc1cccnc1)C1(F)C(F)(F)C(F)(F)C(F)(F)C(F)(F)C1(F)F	-39	30	2	?	-0.5	3	3	-4	-14	11
COc1ccc(NC(=O)CN2CCCCCC2)cc1OC	-1	-6	/	-7	-1.7	7	0	1	1	/
COc1cc(C=C2C(=O)OC(c3ccccc3)OC2=O)cc(Br)c1O (centres undefined)	-8	-11	-3	-1	-0.1	-5	-2	-3	18	20
CN(CCc1ccccn1)C(=O)CCC1CCCN(C(=O)c2c3c(nn2C)CCCC3)C1 (centres undefined)	-28	-5	0	1	-0.3	0	-5	0	21	14
Cc1ccc(S(=O)(=O)Nc2ccc3oc(=O)sc3c2)c(C)c1	1	15	2	10	0.5	-5	1	-1	6	26
COc1ccccc1C1=NC(c2ccc(C)cc2)N=C1C (centres undefined)	-50	24	0	42	1.6	-7	-3	/	-78	-2
COc1ccc(CN2CCC(n3nccc3NC(=O)c3cccc(F)c3)CC2)cc1O	-5	-3	-2	-3	-0.2	2	-4	0	4	17
O=[N+]([O-])c1ccc(NC(=S)N/C(=N/CS(=O)(=O)c2ccccc2)c2ccccc2)cc1	16	7	2	20	2.9	5	0	0	-92	10
Cc1cccc(C)c1NC1=NC2(CCCCC2)N=C(N)N1	-17	-2	0	-3	0.0	-2	-4	0	-17	18
O=C(NC1CCN(C(=O)Nc2ccc(F)cc2)CC1)c1ccccc1F	4	8	1	36	-0.2	-2	-1	1	-3	26
COc1ccccc1OCCNC(=O)Nc1cc(F)c(F)cc1Cl	11	15	2	38	-0.8	-1	-3	-3	8	6
CC(Oc1ccccc1F)c1ccnc2nc(/N=C/N(C)C)nn12 (centres undefined)	-52	-1	-1	-8	0.6	0	-2	4	6	6
O=C(NCc1ccc2c(c1)OCO2)c1cc2ccccc2oc1=O	-4	-7	-3	-4	0.2	-4	0	-2	6	15
C#CCOCCOCCOCCNc1nc(N2CCN(C(=O)[C@H]([C@@H](C)CC)n3cc([C@@H](N)CO)nn3)CC2)nc(N2CCN(C(=O)[C@H](Cc3cc4ccccc4[nH]3)n3cc([C@@H](N)C(C)CC)nn3)CC2)n1 (some centres undefined)	0	-5	3	-7	-0.3	0	6	2	10	2
COc1ccc(CNS(=O)(=O)NCc2ccccc2F)cc1	-28	0	2	-5	-0.3	0	0	-1	12	-23
CC(=O)Oc1ccc(C(=O)Nc2ccccc2NC(=O)c2ccc(OC(C)=O)cc2)cc1	-24	-10	3	-13	-0.9	-9	-3	-3	6	23
COC(=O)C(CCSC)NC(=O)Cn1ncc2c(=O)oc3ccccc3c21 (centres undefined)	-23	-4	3	-10	-0.1	3	-1	1	3	17
CN1CCN(C(=S)NC(=O)c2cccc([N+](=O)[O-])c2)CC1	-29	2	4	-8	0.0	-2	-3	2	-14	-12
Cc1ccc(CN2C(=O)CCC2C(=O)NCCCN2CCC(C)CC2)cc1 (centres undefined)	9	-2	-4	-13	-1.0	6	3	/	3	26
CN(/N=C/c1ccc(C(C)(C)C)cc1)C1=NCCN1	-32	2	-4	9	-0.7	-1	-3	-1	-8	-4
C=CCn1c(O)c(N=Nc2ccccc2)c2ccccc21	-13	2	/	-16	0.3	0	-1	-3	-31	/
COc1ccc(C)cc1NC(=O)C1CCCCC1C(=O)O (centres undefined)	-36	2	0	-2	-0.5	0	4	-1	3	14
S=c1[nH]ncn1/N=C/c1ccc(Br)cc1	-11	-4	4	-5	-1.4	-1	0	0	7	24
O=C(NC12CC3CC(CC(C3)C1)C2)c1ccc(Br)o1	-26	5	-1	4	-0.4	2	-3	-2	15	31
CC1(O)c2ccccc2C(=O)N1Cc1ccccc1 (centres undefined)	-4	1	4	13	-0.3	0	2	1	-28	-15
CC(=O)N1CSCC1C(=O)NNS(=O)(=O)c1ccccc1 (centres undefined)	3	-4	6	-4	0.4	2	0	-5	0	13
COc1ccc(OC)c(S(=O)(=O)Nc2cc(C(=O)O)ccc2N2CC3CC(C2)c2cccc(=O)n2C3)c1 (centres undefined)	-10	-2	-1	6	-0.2	4	3	0	12	3
COc1cc(C2c3c(oc4ccccc4c3=O)C(=O)N2c2ccc(C)cn2)ccc1O (centres undefined)	-6	5	-2	8	0.6	-1	2	/	-20	12
O=C(Nc1cccc(Cl)c1)N1CCN2C(=O)c3ccccc3C12c1ccccc1 (centres undefined)	-15	0	6	5	-0.4	1	0	-2	-17	21
O=C(OCn1ncc(Cl)c(Cl)c1=O)c1cccc(C(F)(F)F)c1	1	21	3	31	-5.5	4	13	-1	42	20
CCC1CCCCN1S(=O)(=O)c1ccc(-n2cnnn2)c(C)c1 (centres undefined)	-17	0	1	3	-0.2	5	-2	-1	-11	25
CCC(CO)NC(=O)c1cc2c(s1)CCC2 (centres undefined)	-19	-1	0	22	1.8	0	3	-2	-9	-3
CC(C)c1ccc(N(C(=O)c2csnn2)C(C(=O)NC2CCCC2)c2cccnc2)cc1 (centres undefined)	-17	2	1	5	-0.4	0	2	-1	29	14
Cc1ccc(N=Cc2c(O)c3ccccc3oc2=O)c(C)c1	-20	-2	-2	-12	-0.2	3	6	1	-14	20
O=C(c1ccc(S(=O)(=O)N2CCOCC2)cc1)N1CCN(c2ccc(F)cc2)CC1	-12	-4	-1	10	-0.5	-2	0	-2	25	-11
Cc1ccc(C)c(NC(=O)COc2cccc3c2CCN(Cc2ccccc2)C3=O)c1	1	18	2	38	0.6	-6	-5	0	2	-2
COc1ccc(C2C(C#N)=C(N)OC3=C2C(=O)CC(C)(C)C3)cc1Cn1nc(C)c([N+](=O)[O-])c1C (centres undefined)	-20	7	-2	12	-0.3	0	-2	-1	-6	-2
C/C(Cl)=C\Cn1c(NCCCn2ccnc2)nc2c1c(=O)n(C)c(=O)n2C	-9	/	1	/	-0.2	8	5	-5	21	10
Cc1[nH]c2ccccc2c1C(=O)CSc1nc2ncc(Cl)cc2[nH]1	3	-29	1	-32	0.2	-3	2	-1	35	39
CN(C)S(=O)(=O)c1cccc(NC(=O)c2ccc(S(=O)(=O)N3CCCCC3)cc2)c1	/	-4	/	-12	0.0	/	/	-1	9	/
COc1ccc(NC(=O)C2=C(C)NC(=O)NC2c2cccc(OC)c2OC)c(OC)c1 (centres undefined)	-7	-4	-2	4	0.2	1	4	1	-7	23
CCOC(=O)/C(=C\c1ccccc1)NC(=O)c1ccccc1	-52	13	-1	16	2.6	-2	-8	-19	-105	0
CCOc1ccc(C(CCc2ccccc2)NC(=O)c2ccccc2F)cc1OCC (centres undefined)	-10	-5	-3	9	-0.3	-4	4	5	-5	22
CCOC(=O)CN1C(=O)S/C(=C\c2ccc(-c3ccc(C(=O)O)c(Cl)c3)o2)C1=O	-33	-11	4	-10	-1.8	-15	-4	0	-5	14
COc1ccc(NC(=O)Cn2nnc(C(=O)NCCc3ccccc3)c2N)cc1	-1	5	5	23	-0.3	-5	2	-2	3	34
